Screening data deposited in PubChem BioAssay by several laboratories.
Mac1 fbg inh: inhibitors of CD11b/CD18 adhesion to fibrinogen, primary screen, K562 cells, luminescence; AID 1497, 2009; inhibition, % at 10 µM; ATPlite luminescence; Mn2+ added to activate the integrin; Integrin beta-2 (Homo sapiens) + Integrin alpha-M (Homo sapiens), P05107+P11215; 93,000 compounds, 0.54% hits;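 active = primary inhibition of 50% or more at 10 µM, then 40% or more on retest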; also: some results filed as inactive read as strong as hits
Calb biofilm kill: clotrimazole potentiators killing Candida biofilms, primary screen, with clotrimazole, Alamar Blue; C. albicans biofilm + clotrimazole; inhibition, % at 6 µM; 85,000 compounds, 0.14% hits;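 active = inhibition above 20%; inactive = inhibition below 20%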;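 also: preformed 24 hr biofilms exposed to compound for 48 hr; 0% = biofilm without compound and 100% = blank killed by clotrimazole plus chlorhexidine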
Smad3 FoxH1 inh: Smad3/FoxH1 peptide binding inhibitors, primary screen, biochemical, TR-FRET; TR-FRET Smad3/Dy647-FoxH1 peptide binding, europium anti-His; Mothers against decapentaplegic homolog 3 (Homo sapiens), P84022; 88,000 compounds, 0.29% hits; inhibition, % at 25 µM;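 active = compounds that reduce the energy-transfer binding signal between the protein and its labelled peptide by more than half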;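 also: 0% = Smad3 plus labelled peptide maximal FRET and 100% = peptide-only background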
Target sequence (P84022 whole entry, looked up): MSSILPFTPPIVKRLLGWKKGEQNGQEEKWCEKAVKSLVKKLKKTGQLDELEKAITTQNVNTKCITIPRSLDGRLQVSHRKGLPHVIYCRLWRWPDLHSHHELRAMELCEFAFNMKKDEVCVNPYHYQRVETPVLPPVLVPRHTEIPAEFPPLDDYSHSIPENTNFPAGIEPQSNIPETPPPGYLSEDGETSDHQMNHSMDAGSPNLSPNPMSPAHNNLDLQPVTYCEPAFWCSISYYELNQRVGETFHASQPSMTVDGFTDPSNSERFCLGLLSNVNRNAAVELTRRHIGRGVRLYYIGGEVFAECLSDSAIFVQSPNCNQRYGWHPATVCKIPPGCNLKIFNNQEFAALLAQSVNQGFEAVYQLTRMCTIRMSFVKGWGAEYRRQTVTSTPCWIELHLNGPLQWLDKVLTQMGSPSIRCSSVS
CD11b adhes enh: enhancers of CD11b/CD18 adhesion to fibrinogen, primary screen, K562 cells, luminescence; Integrin beta-2 (Homo sapiens) + Integrin alpha-M (Homo sapiens), P05107+P11215; ATPlite luminescence; activation, % at 10 µM; 93,000 compounds, 0.07% hits; AID 1499, 2009;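 active = 10 µM primary screen giving 50% or more activity, confirmed by 40% or more on retest at that dose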; also: strong numbers were not always called active; reference of the scale not given here
sEH inh: soluble epoxide hydrolase inhibitors, primary screen, biochemical, human sEH; inhibition, % at 2 µM; Bifunctional epoxide hydrolase 2 (Homo sapiens), P34913; 91,000 compounds, 0.34% hits; AID 707, 2007; recombinant human sEH enzymatic activity assay; in the data active = inhibition above about 80%; also: values of inactives mirror those of a sister screen read the other way; many of its hits are not listed in these tables
MT1-MMP txn act: MT1-MMP promoter reporter activation – cell-based, luciferase luminescence, primary screen; AID 750, 2007; 86,000 compounds, 0.16% hits; activation factor at 10 µM; HT1080 MT1-MMP promoter luciferase reporter, overnight; stronger effect = higher value;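 active = activation factor of at least 2 for MT1-MMP transcription at 10 µM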
ERa SRC1 pot: enhancers of ERα–SRC-1 coactivator binding, primary screen, biochemical, TR-FRET, ERα LBD, low estradiol; Estrogen receptor (Homo sapiens), P03372; TR-FRET ERalpha-LBD/SRC-Cy5 coactivator binding, 2 h; 100 = basal binding, no effect; coactivator binding (% of control), % at 25.6 µM; 86,000 compounds, 1.3% hits; in the data active = activity above about 200%;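 also: binding measured in presence of low estradiol as agonist stimulus; 0% = peptide alone without receptor and 100% = receptor with peptide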
Target sequence (P03372 whole entry, looked up, the tested form may be a part): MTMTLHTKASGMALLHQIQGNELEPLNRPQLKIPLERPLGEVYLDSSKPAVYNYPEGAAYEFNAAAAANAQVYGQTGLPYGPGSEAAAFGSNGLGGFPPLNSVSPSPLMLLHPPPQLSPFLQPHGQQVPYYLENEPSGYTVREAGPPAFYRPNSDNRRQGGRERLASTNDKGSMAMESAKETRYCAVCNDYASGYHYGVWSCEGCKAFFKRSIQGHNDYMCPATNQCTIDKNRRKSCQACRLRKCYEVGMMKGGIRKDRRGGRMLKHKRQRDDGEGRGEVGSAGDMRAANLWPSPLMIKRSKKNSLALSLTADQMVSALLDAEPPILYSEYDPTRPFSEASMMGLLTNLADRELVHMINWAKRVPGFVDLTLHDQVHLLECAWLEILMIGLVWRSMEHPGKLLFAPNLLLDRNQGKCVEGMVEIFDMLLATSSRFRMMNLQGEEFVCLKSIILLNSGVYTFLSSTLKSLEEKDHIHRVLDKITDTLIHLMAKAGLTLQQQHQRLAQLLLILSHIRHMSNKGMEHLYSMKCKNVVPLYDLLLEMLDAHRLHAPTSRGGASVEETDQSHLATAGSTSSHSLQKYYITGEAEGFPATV
sEH activator: soluble epoxide hydrolase activators, primary screen, biochemical, human sEH. Bifunctional epoxide hydrolase 2 (Homo sapiens), P34913. purified human sEH enzymatic activity, activator screen. 91,000 compounds, 0.04% hits. activation, % at 2 µM; in the data active = activation above about 37%; also: values of inactives mirror those of a sister screen read the other way
ERb coact inh: inhibitors of ERβ-SRC1 coactivator interaction, primary screen, biochemical, TR-FRET, ERβ LBD, SRC-1 peptide; TR-FRET ER-beta LBD / SRC1-Cy5 peptide binding; receptor agonist-loaded with 1 µM estradiol; 86,000 compounds, 1.3% hits; inhibition, % at 25.6 µM;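 active = compounds whose percent inhibition of the receptor-coactivator binding signal exceeds about 50% in the single-dose screen, limit read from the data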;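 also: 0% = receptor plus peptide wells without compound and 100% = peptide-only wells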
* marks the source's active call; other numbers are inactive results; nt = no result given; [ ] = dose if it differs, or a comment.

SMILES	Mac1 fbg inh	Calb biofilm kill	Smad3 FoxH1 inh	CD11b adhes enh	sEH inh	MT1-MMP txn act	ERa SRC1 pot	sEH activator	ERb coact inh
CCCCOc1ccccc1NC(=O)CSc1nnnn1C(C)(C)C	-1	7	3	-2	9	1.2	116	-8	-7
O=C(O)CCCC(=O)Nc1ccc(C(=O)NCc2cccnc2)cc1	-12	5	6	-2	0	1.1	103	0	-8
COc1cc(C)c(C(C)C)cc1S(=O)(=O)N1CCN(C)CC1	-6	8	6	-6	-6	1.1	99	3	-24
Cc1nc2nc(-c3cccnc3)nn2c(C)c1Cl	-60	9	2	-3	-17	1.1	108	14	-9
CCN(CC)c1ccc2cc(-c3nnc(-c4ccccc4)o3)c(=O)oc2c1	nt	6	-5	nt	-10	2*	194[fluorescence artefact?]	13	32[fluorescence artefact?]
CCCC(=O)C1C(=O)CC(CC(C)SCC)CC1=O (stereo unspecified)	-6	-3	4	0	-17	1	101	11	-1
CCCc1cc(C(=O)Cc2nc3ccccc3s2)c(O)cc1O	nt	1	10	nt	13	1.3	67	-11	6
Cc1ccc(S(=O)(=O)N2CCN(C(=O)N3CCOCC3)C2C)cc1 (stereo unspecified)	-20	4	8[fluorescence artefact?]	-5	8	1.2	127	-5	-11[fluorescence artefact?]
O=C(c1ccco1)N1CCN(C(=O)c2cccc3c2C(=O)N(Cc2cccnc2)C3)CC1	11	0	6	1	9	1.1	139	-6	-8[fluorescence artefact?]
C=CCOC(=O)C1=C(C)Nc2nnnn2C1c1cc(OC)ccc1OC (stereo unspecified)	-21	0	-11	2	nt	1.1	92	nt	-3
CCCN1CN(Cc2ccco2)c2nc3ccccc3n2C1	11	nt	-1	2	3	1.2	124	0	-11
CC(C)(C)OC(=O)N1CCC[C@H]1c1nnc(SCc2c(Cl)cccc2Cl)o1	32	1	-4	6	7	1	104	-6	0
Cc1cc(C)n(-c2nc(Nc3ccccc3C(F)(F)F)nc(-n3nc(C)cc3C)n2)n1	nt	8	10	nt	11	1.1	100	-6	-3
Cc1ccc(NC(=O)C2CCN(S(C)(=O)=O)CC2)cc1	nt	1	-3	nt	-3	1.1	106	6	6
C=CCn1c(SCn2nnc3ccccc3c2=O)nc2scc(-c3cccs3)c2c1=O	-15	7	4	2	nt	1	147	nt	6
CN(C)c1oc(-c2cccs2)nc1C#N	nt	-2	-11	nt	-28	1	107	26	-10
Cc1ccc(-c2ccc(CCC(=O)O)n2-c2cccc(O)c2)cc1	0	2	13	16	3	1.6	98[fluorescence artefact?]	-1	1
OCCn1c(SCCOc2ccccc2F)nc2ccccc21	-18	5	5	-2	18	1.3	112	-14	-29
c1ccc(CN(Cc2cccs2)C(c2cccs2)c2nnnn2C2CCCC2)cc1 (stereo unspecified)	0	6	14	-2	3	1.1	84	-1	-10
CC1(C)CC(=O)C2=C(C1)N=c1s/c(=C/c3ccc(F)c(F)c3)c(=O)n1C2c1ccc(F)cc1 (stereo unspecified)	-3	nt	nt	-7	-33	nt	nt	37*	nt
CCOc1ccccc1C1C(C#N)=C(N)Nc2onc(-c3ccccc3)c21 (stereo unspecified)	-20	4	-2	44	-9	1.1	378*	13	1
NC(=S)N=Nc1c(O)n(C2OC(=O)c3ccccc32)c2ccccc12 (stereo unspecified)	1	nt	nt	-3	9	nt	nt	-9	nt
CN1CCN(c2oc(-c3ccco3)nc2S(=O)(=O)c2ccccc2)CC1	-10	3	4	0	nt	1.1	121	nt	-3
Cn1c(CS(=O)Cc2c(Cl)cccc2Cl)nnc1SCc1c(Cl)cccc1Cl (stereo unspecified)	5	nt	nt	10	17	nt	nt	-16	nt
COc1cccc2cc(C(=O)NCc3ccccn3)c(=O)oc12	nt	5	1	nt	0	2.1*	97	3	-29
CC1S/C(=C(\C#N)C(=O)NCc2ccco2)N(Cc2ccco2)C1=O (stereo unspecified)	-11	nt	2	1	nt	1.3	102[fluorescence artefact?]	nt	9
Cc1c(C(=O)N2CCCC2)sc(NC(=O)c2ccc(Cl)cc2)c1C#N	nt	8	3	nt	-1	1.1	94	7	4[fluorescence artefact?]
COC(=O)C1CCC(C)(C(=O)Nc2ccccc2)C1(C)C (stereo unspecified)	-10	2	-4	-1	-7	1.1	126	7	-6
Cc1cccc(C(=O)NC2CC3CCCC(C2)N3C(=O)NC2CCCCC2)c1 (stereo unspecified)	-10	nt	nt	3	14	1.2	nt	-12	nt
C=CCNc1nc(N2CCCCC2)c(C#N)c2c1CN(Cc1ccccc1)CC2	14	-4	3	-1	33	0.9	99	-34	5[fluorescence artefact?]
CC1(C)C(=O)C2(CCCC2)C(=O)OC1c1ccco1 (stereo unspecified)	-6	9	6	-2	7	1.4	102[fluorescence artefact?]	-4	-9
Cc1cc(C(C)(C)C)ccc1OCCN(C)C	-4	13	0	7	2	1.1	139	-1	-13
C=CCOC(=O)C1=C(C)Nc2nnnn2C1c1cccs1 (stereo unspecified)	6	5	5	-3	4	0.9	130[fluorescence artefact?]	-5	7
Clc1ccccc1-c1cc(COc2ccc3ccccc3c2)no1	34	nt	nt	0	2	nt	nt	-4	nt
CCOC(=O)C1=C(N)n2c(s/c(=C/c3ccccc3)c2=O)=C(C(=O)OCC)C1c1ccccc1 (stereo unspecified)	7	4	-7	0	-11	1	90	10	11[fluorescence artefact?]
CCC(=O)c1cc2c(cc1NC(=O)c1ccccc1)OCCO2	-8	4	-3	2	-4	1.2	126[fluorescence artefact?]	4	-25
O=C(CCc1ccc(S(=O)(=O)NCCc2ccccc2)cc1)Nc1ccc2c(c1)OCO2	0	0	7	-2	17	1.2	100	-16	19[fluorescence artefact?]
Cc1ccc(Nc2nc(C3CC3)cs2)cc1	32	-2	-1	-3	nt	nt	80	nt	0
Cc1ccc2[nH]cc(CCNC(=O)Nc3ccccc3)c2c1	-28	2	2	1	27	1.3	99	-26	-3
Cc1cc(C(=O)Nc2ccccc2N2CCOCC2)c2ccccc2n1	-2	9	0	-2	-5	1.2	104	-1	-8
Cc1cc(C)nc(SCCC(=O)Nc2ccccc2)n1	-42	nt	nt	-3	5	nt	nt	-7	nt
CCOC(=O)N1CCC(NC(=O)c2ccc(OC)c(CN3CC(=O)N4CCCC4C3=O)c2)CC1 (stereo unspecified)	-16	2	-3	-1	10	1.1	99	-8	-7
CC(=O)Nc1c(C(=O)O)oc2ccc(Cl)cc12	-17	7	4	0	7	1.3	109	-6	5
CCc1c(-c2ccccc2)nc(N)c(C#N)c1-c1cccs1	nt	5	-8	nt	2	1	96	-3	7
C1CCCC(N2CCNCC2)CC1	nt	5	-3[fluorescence artefact?]	nt	8	1.3	112	-10	2

Entries listed above shown as hits in sEH activator.
| canonical_smiles | Mac1 fbg inh | Smad3 FoxH1 inh | CD11b adhes enh | sEH inh | MT1-MMP txn act | ERa SRC1 pot | sEH activator | ERb coact inh |
| --- | --- | --- | --- | --- | --- | --- | --- | --- |
| CC1(C)CC(=O)C2=C(C1)N=c1s/c(=C/c3ccc(F)c(F)c3)c(=O)n1C2c1ccc(F)cc1 (stereo unspecified) | -3 | nt | -7 | -33 | nt | nt | 37* | nt |

(listing goes on)
SMILES	Mac1 fbg inh	Calb biofilm kill	Smad3 FoxH1 inh	CD11b adhes enh	sEH inh	MT1-MMP txn act	ERa SRC1 pot	sEH activator	ERb coact inh
CN1C(=O)NC(c2ccccc2)C2=C1CN(Cc1ccccc1)C2=O (stereo unspecified)	nt	-1	8	nt	12	1.1	100	-9	-3
O=C(CCSc1ccccc1)Nc1nc2c(s1)COc1ccccc1-2	31	6	-7	-3	12	nt	126	-11	4
CCOC(=O)c1cc(-c2cccnc2)nn1-c1ccccn1	-13	6	1	-2	-4	1.1	108	5	4
COc1ccc(-c2nc(CS(=O)CC(=O)NCCCN3CC(C)CC(C)C3)c(C)o2)cc1OC (stereo unspecified)	nt	6	-2	nt	9	1.1	105	-7	-3
CCOC(=O)CC1=CC(C)(CC(=O)OCC)C(C#N)(C#N)C(N)=C1C#N (stereo unspecified)	0	7	-1	-2	-7	1.1	109	8	5
O=C(NCCO)c1nc(NCCO)c2ccccc2n1	nt	7	24[fluorescence artefact?]	nt	4	1.1	123	-6	-7
O=C(COC(=O)c1ccc(Br)o1)Nc1cccc(S(=O)(=O)N2CCCCCC2)c1	38	nt	nt	-1	-4	nt	nt	6	nt
CCn1cc(C(=O)NCc2ccc(OC)cc2OC)c(=O)c2ccc(C)nc21	8	7	6	-3	nt	1.1	117	nt	-8
CCCn1cc(C(CC(=O)O)C(=O)O)c2ccccc21 (stereo unspecified)	nt	6	2	0	0	1.1	95	-4	5[fluorescence artefact?]
COc1ccc(N(Cc2cc3ccc(C)cc3[nH]c2=O)C(C)=O)cc1	-5	11	0	2	10	1.2	136	-9	-19
COc1ccc(OC)c(C2C(C(C)=O)=C(O)C(=O)N2CCc2ccc(OC)c(OC)c2)c1 (stereo unspecified)	nt	2	22[fluorescence artefact?]	nt	-1	1.4	90	2	-12

6 consecutive records out of the list so far, for reference:
SMILES	Mac1 fbg inh	Calb biofilm kill	Smad3 FoxH1 inh	CD11b adhes enh	sEH inh	MT1-MMP txn act	ERa SRC1 pot	sEH activator	ERb coact inh
O=C(NCCO)c1nc(NCCO)c2ccccc2n1	nt	7	24[fluorescence artefact?]	nt	4	1.1	123	-6	-7
O=C(COC(=O)c1ccc(Br)o1)Nc1cccc(S(=O)(=O)N2CCCCCC2)c1	38	nt	nt	-1	-4	nt	nt	6	nt
CCn1cc(C(=O)NCc2ccc(OC)cc2OC)c(=O)c2ccc(C)nc21	8	7	6	-3	nt	1.1	117	nt	-8
CCCn1cc(C(CC(=O)O)C(=O)O)c2ccccc21 (stereo unspecified)	nt	6	2	0	0	1.1	95	-4	5[fluorescence artefact?]
COc1ccc(N(Cc2cc3ccc(C)cc3[nH]c2=O)C(C)=O)cc1	-5	11	0	2	10	1.2	136	-9	-19
COc1ccc(OC)c(C2C(C(C)=O)=C(O)C(=O)N2CCc2ccc(OC)c(OC)c2)c1 (stereo unspecified)	nt	2	22[fluorescence artefact?]	nt	-1	1.4	90	2	-12

This is a subset; count on the stated rates, not on these rows.
